A3A deaminase = inhibitors of human APOBEC3A DNA deaminase. recombinant A3A, FAM/TAMRA ssDNA deamination fluorescence. actives 0.41% (n = 330,000). P31941. inhibition, % at 20 µM;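 active means at least 40% inhibition at 20 µM here, with at most 30% in a related deaminase screen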;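 further: plate controls were A3A with DMSO for no effect and wells lacking A3A enzyme for full effect; some results filed as inactive read as strong as hits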
Target sequence (P31941 whole entry, looked up): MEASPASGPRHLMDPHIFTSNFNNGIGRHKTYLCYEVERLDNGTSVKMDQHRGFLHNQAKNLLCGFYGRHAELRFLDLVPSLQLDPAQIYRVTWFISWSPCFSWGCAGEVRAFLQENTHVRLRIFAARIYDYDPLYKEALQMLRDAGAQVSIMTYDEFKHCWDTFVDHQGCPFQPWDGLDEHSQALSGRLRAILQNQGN
MPTP block = blocks calcium-induced mitochondrial swelling | isolated mouse mitochondria, Ca2+ swelling absorbance, 30 min | inhibition, % at 10 µM | actives 1.4% (n = 360,000) | AID 602449;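 active means inhibition of 50% or more, scaled per plate between neutral and stimulator controls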;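 further: 0% = DMSO wells given calcium and 100% = 1 mM EGTA wells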
MIN6 prolif = induces beta-cell replication in MIN6 cells; MIN6 cells proliferation, ATPlite luminescence, 48 h; cells starved in 0.2% serum; 100% = growth in 10% serum; proliferation, % at 10 µM; actives 0.29% (n = 330,000); AID 2380;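 active means compounds whose signal lies at least 3.5 SD above the mean of all wells on their plate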;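 further: 0% = DMSO-treated cells in low-serum medium and 100% = 10% serum control; some compounds called inactive have numbers as strong as hits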
GRIN3A LBD mod = NR3A (human) ligand-binding domain modulation; NR3A LBD differential scanning fluorimetry, Tm shift; 0% = protein alone, 100% = glycine-bound protein; Tm shift relative to glycine control, % at 25 µM; actives 2.5% (n = 340,000); AID 1259313;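 active means melting temperature shift of at least 10% of the positive control shift, at one fixed dose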
hIAP inh = blocks human intestinal alkaline phosphatase. purified IAP, CDP-Star luminescence, 30 min. actives 0.12% (n = 330,000). inhibition, % at 10 µM. AID 2544. P09923;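 active means inhibition reaching a set limit with compound at 10 µM in the primary screen, cut at about 35% in these data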;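 further: plate controls were DMSO wells with enzyme for no effect and no-enzyme buffer wells for full effect; values of inactives mirror those of a sister screen read the other way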
mIAP activ = mouse IAP activation; muIAP, CDP-Star luminescence, 30 min; hits give high values; 1 = vehicle-only enzyme signal, 0 = enzyme-free wells; activation factor at 10 µM; actives 0.24% (n = 330,000); AID 2805;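 active means activation factor of at least 2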; further: the source names both 10 and 20 µM as test concentration; values of inactives mirror those of a sister screen read the other way
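Assay system: mouse IAP enzyme; reagent: chemiluminescent substrate CDP-Star; dosing: test compounds delivered from DMSO solution; schedule: 30 min at room temperature; measured by: luminescence from enzymatic CDP-Star hydrolysis; controls: DMSO-only wells and no-enzyme negative control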
mIAP block = mouse IAP inhibition | purified mouse IAP, CDP-Star luminescence, 30 min | inhibition, % at 10 µM | actives 0.2% (n = 330,000);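 active means inhibition of at least 40% at 10 µM in the primary screen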;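 further: plate controls were DMSO with enzyme for no effect and no enzyme wells for full effect; values of inactives mirror those of a sister screen read the other way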
A3G deaminase = APOBEC3G (human) deaminase inhibition. recombinant A3G, ssDNA deamination FAM/TAMRA fluorescence. inhibition, % at 20 µM. actives 0.28% (n = 330,000);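 active means inhibition of at least 40% at 20 µM, with no more than 30% in the related APOBEC3A deaminase screen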;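 further: plate controls were DMSO wells with A3G for no effect and wells lacking A3G enzyme for full effect; some compounds called inactive have numbers as strong as hits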
Target sequence (Q9HC16 whole entry, looked up): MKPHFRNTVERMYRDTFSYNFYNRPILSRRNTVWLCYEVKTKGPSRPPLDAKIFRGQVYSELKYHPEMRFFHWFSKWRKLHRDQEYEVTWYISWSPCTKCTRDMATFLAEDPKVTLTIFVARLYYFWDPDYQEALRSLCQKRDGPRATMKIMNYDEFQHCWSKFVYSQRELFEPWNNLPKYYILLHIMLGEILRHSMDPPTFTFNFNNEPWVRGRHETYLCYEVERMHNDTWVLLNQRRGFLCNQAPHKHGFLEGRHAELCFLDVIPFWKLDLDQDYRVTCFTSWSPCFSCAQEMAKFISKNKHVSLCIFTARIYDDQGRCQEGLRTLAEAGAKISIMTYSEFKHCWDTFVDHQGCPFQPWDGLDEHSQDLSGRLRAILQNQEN
hIAP activ = increases human intestinal alkaline phosphatase activity; activation factor at 10 µM; P09923; purified human IAP, CDP-Star luminescence, 30 min; hits give high values; 1 = vehicle-only enzyme, 0 = enzyme-free background; AID 2524; actives 0.16% (n = 330,000);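 active means activation factor of the enzyme at least 2-fold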; further: the source names both 10 and 20 µM as test concentration; values of inactives mirror those of a sister screen read the other way
Numbers without * were called inactive; nt = no result given.

SMILES	A3A deaminase	MPTP block	MIN6 prolif	GRIN3A LBD mod	hIAP inh	mIAP activ	mIAP block	A3G deaminase	hIAP activ
CC(=O)c1ccc(NC(=S)N(Cc2ccccc2)C(C)C2CC2)cc1 (centres undefined)	0	0.8	0	-4	7	0.96	4	-10	0.93
O=C(NCC1CCCO1)c1cccc(NC(=O)c2cccs2)c1 (centres undefined)	2	-0.2	-2	0	-13	1.1	-14	5	1.1
CC(Cc1cccs1)NC(=S)Nc1ccc(Cl)c(Cl)c1 (centres undefined)	-1	80*	-6	0	0	2*	-104	-4	1
COc1ccc(Nc2cc(C)nc(N3CCN(C(=O)c4ccc5c(c4)OCO5)CC3)n2)cc1	-3	0.4	3	1	6	1	-4	-8	0.94
O=C(COC(=O)c1cncc(Br)c1)NC1CCCCCC1	11	-4.6	-2	-1	-25	0.97	2	3	1.2
O=C1COc2ccc(C(=O)C[n+]3cccc(O)c3)cc2N1	2	0.2	0	1	-5	1.1	-7	4	1
CCc1ccc(CN2CC(C(=O)O)CC2=O)cc1 (centres undefined)	-2	-0.5	4	-3	9	0.93	7	-4	0.91
Cc1ccccc1NC(=O)C(=O)NC(C)CCc1ccccc1 (centres undefined)	0	1.2	0	-1	5	1	-2	-7	0.95
O=C(c1cc(-c2ccc(F)cc2)on1)N1CCCC1	2	-1.8	-3	0	-6	1	-2	-3	1.1
C[C@H](CO)N1C[C@H](C)[C@@H](CN(C)S(=O)(=O)c2ccc(F)cc2)Oc2ccc(NC(=O)Cc3cn(C)c4ccccc34)cc2C1=O	-2	-2.8	-4	-2	15	1.1	-15	-5	0.85
Cc1ccc(NC(=O)NC(=O)N(C(C)C)S(=O)(=O)c2ccc(C)cc2)cc1	2	3.0	-1	-1	-12	1.2	-24	-4	1.1
Cc1ccc(C)c(Sc2ccc(NC(=O)CCl)cc2)c1	1	nt	-6	-9	-16	1.1	-7	6	1.2
CCCCc1nc2n[nH]c(N)c2c2c1CCC2	-1	3.0	-2	0	13	1	-3	-5	0.87
CC(C)C[C@H](NC(=O)OC(C)(C)C)C(=O)N[C@@H](CO)[C@H](O)[C@@H]1C[C@@H]1C(=O)N1CCCC1	-2	0.9	-4	-4	1	1	0	-4	0.99
COc1cc(CCC(=O)Nc2ccncc2Cl)cc(OC)c1OC	0	0.5	-3	-1	-4	0.99	1	-7	1
CC(C)c1nccn1S(=O)(=O)c1cc([N+](=O)[O-])ccc1Cl	-2	0.3	-1	-1	9	0.94	6	-2	0.91
CC(=O)C1C(c2ccc(OC(F)F)cc2)NC(=O)NC1(O)C(F)(F)F (centres undefined)	1	-0.2	-3	-2	-37	1.1	-9	-4	1.4
COc1ccc(C)cc1NC(=O)CSc1nc(=O)n(CCCN2CCOCC2)c2c1CCCC2	1	-1.9	3	1	2	0.95	5	-4	0.98
CC(C)(C)NC(=O)C(c1ccncc1)N(C(=O)Cn1nnc(-c2cccs2)n1)C1CCCCC1 (centres undefined)	-6	2.7	-4	1	13	1.2	-17	-10	0.87
CC(=O)N1CCc2cc(S(=O)(=O)NCCC(=O)NC3CCCCCC3)ccc21	-5	1.6	1	0	13	1	-2	-8	0.87
COc1ccc(C2CC(c3ccccc3)=NN2C(=O)COC(=O)C2(C)CC2(Cl)Cl)cc1 (centres undefined)	1	-0.7	-3	1	11	0.86	14	-4	0.89
NS(=O)(=O)c1ccc(NC(=O)c2ccc3c(c2)OCO3)cc1	-2	-0.6	-2	-3	20	0.96	4	-5	0.8
Cc1ccccc1-c1nc(CN2CCN(C(=O)c3ccco3)CC2)c(C)o1	1	1.3	8.9*	0	-18	0.96	4	-4	1.2
Cc1ccc(-c2nc3cccnc3o2)cc1NC(=O)COc1ccc(Cl)cc1C	0	2.2	-5	-2	9	0.94	6	-4	0.91
O=c1[nH]c2ccccc2c(O)c1SCCO	-4	0.3	-2	3	-4	1	-4	-6	1
O=C(NC(=S)N1CCN(Cc2ccccc2)CC1)c1cccnc1	-3	-0.7	1	-3	-11	0.92	8	4	1.1
COc1ccc(CCNC(=O)CN(C)S(=O)(=O)c2cccs2)cc1OC	-4	-0.6	-3	0	-3	1.1	-13	-3	1
CCOc1ccc(OCCC(=O)OCC(=O)Nc2ccc(C)c(S(=O)(=O)N3CCCCC3)c2)cc1	6	-1.4	-3	9	9	1	-5	0	0.91
CCCCN(C(=O)C1CC(=O)N(c2ccc3c(c2)OCCO3)C1)c1c(N)n(CCCC)c(=O)[nH]c1=O (centres undefined)	15	-1.2	0	0	1	0.97	3	-9	0.99
Cc1cnn(Cc2ccccc2)c1N	-1	0.8	-1	1	-3	1	-3	-5	1
Cc1cc(NC(=O)CSc2nnc(Nc3ccccc3C)s2)no1	4	1.2	-2	-1	-1	0.98	2	1	1
Cc1cc(C(=O)OCC(=O)Nc2cc(S(=O)(=O)N(C)C)ccc2Cl)c2ccccc2n1	7	0.1	-1	1	3	0.99	1	-4	0.97
Oc1ccc(/C=N/Nc2cc(N3CCCC3)nc(N3CCCC3)n2)cc1O	2	3.5	-4	1	0	0.32	68*	4	1
CCCSCCCNC(=O)Cn1cc2c(n1)CCCCC2	-4	-0.3	-2	0	-9	0.96	4	-10	1.1
Cc1cccc(NCC(=O)NNC(=S)Nc2ccccc2)c1	3	0.4	-2	-8	-84	0.98	2	-7	1.8
CCCCc1n[nH]c2c1/C(=N/O)CC(c1ccccc1)C2 (centres undefined)	-1	-2.7	-5	0	-28	1.1	-9	-2	1.3
Cc1ccc(NC(=O)/C=C/c2cccc([N+](=O)[O-])c2)nc1	-6	0.8	-3	-9	10	0.95	5	-6	0.9
COc1ccc(C(=O)Nc2cccc3cccnc23)cc1OC	5	-3.1	2	-1	10	0.92	8	-1	0.9
Cc1ccc(-c2cc(=O)c3ccccc3[nH]2)cc1	0	0.3	-2	2	-5	1.1	-14	17	1.1
O=C(ON=C1CCSCC1)c1ccccc1	-4	0.5	-2	1	7	0.99	1	-4	0.93
COc1nc(NC(C)=O)nc(C)c1Br	2	nt	2	nt	8	0.87	13	-6	0.92
CN(C)CCCNc1c2c(nc3ccccc13)CCC2	10	0.2	1	-1	8	1	-2	5	0.92
Cc1nn(C)cc1CNC(=O)c1cnn2c(C(F)F)cc(C3CC3)nc12	-5	-2.8	-1	-5	1	1	-1	-9	0.99
O=C(NCCc1ccccc1)/C(=C\c1ccc([N+](=O)[O-])cc1)NC(=O)c1ccccc1	5	1.6	0	0	12	1	-5	1	0.88
CC1(C)SC(=S)N(NC(=O)Nc2ccccc2)C1N(O)C(=O)Nc1ccccc1 (centres undefined)	3	58*	-3	6	12	0.94	6	-4	0.88
O=C1NCC(c2ccccc2)C1C(=O)N/N=C\c1ccc(-c2ccc(Cl)c(Cl)c2)o1 (centres undefined)	-6	-13	-7	5	6	0.8	20	-6	0.94
Cc1onc(-c2ccccc2)c1C(=O)OCC(=O)N1CCN(c2ccccc2)CC1	-2	0.7	-4	1	-2	1	0	-10	1
Nc1nccc(/C=C/c2ccc(Cl)cc2)n1	1	1.0	-2	1	1	1	-1	-9	0.99
NC(=O)c1ccc(NC(=O)c2cnc3ccccc3n2)cc1	-2	0.9	-2	16*	12	0.92	8	-3	0.88
Cc1cc(Nc2c(C)n(C)n(-c3ccccc3)c2=O)n2c(nc3cc(F)c(F)cc32)c1C#N	-2	nt	-3	3	9	0.88	12	-10	0.91
CC(C)[C@H](NS(=O)(=O)c1cccc(Cl)c1)C(=O)OCC(=O)NC(=O)CN1CCCC1=O	11	0.3	-5	1	3	1	-2	0	0.97
CN(Cc1ccncn1)C(=O)CC1C(=O)NCCN1Cc1cccc(Oc2ccccc2)c1 (centres undefined)	-2	0.0	1	2	-5	0.93	7	-3	1
COc1ccc(NC(=S)NC(NC(=O)c2cccc(C)c2)C(Cl)(Cl)Cl)c([N+](=O)[O-])c1 (centres undefined)	-1	71*	-3	10*	-12	0.87	13	-4	1.1
CC(C)CNC(CC(=O)Nc1cccc([N+](=O)[O-])c1)C(=O)O (centres undefined)	-2	1.1	-2	-1	-8	1.1	-8	-6	1.1
O=C(CCl)Nc1cccn2ncnc12	3	-5.1	-2	0	-23	1	-3	-4	1.2
C=CCNC(=O)C1CCN(c2ccc(S(=O)(=O)N3CCOCC3)cc2[N+](=O)[O-])CC1	0	1.5	-4	-2	4	0.88	12	-8	0.96

Arranged by length of the SMILES (ascending): some entries from above
SMILES	A3A deaminase	MPTP block	MIN6 prolif	GRIN3A LBD mod	hIAP inh	mIAP activ	mIAP block	A3G deaminase	hIAP activ
O=C(CCl)Nc1cccn2ncnc12	3	-5.1	-2	0	-23	1	-3	-4	1.2
CC(C)CNC(CC(=O)Nc1cccc([N+](=O)[O-])c1)C(=O)O (centres undefined)	-2	1.1	-2	-1	-8	1.1	-8	-6	1.1
CC1(C)SC(=S)N(NC(=O)Nc2ccccc2)C1N(O)C(=O)Nc1ccccc1 (centres undefined)	3	58*	-3	6	12	0.94	6	-4	0.88
CN(Cc1ccncn1)C(=O)CC1C(=O)NCCN1Cc1cccc(Oc2ccccc2)c1 (centres undefined)	-2	0.0	1	2	-5	0.93	7	-3	1

Quoted at random: 3 compounds from above, in no set order.
SMILES	A3A deaminase	MPTP block	MIN6 prolif	GRIN3A LBD mod	hIAP inh	mIAP activ	mIAP block	A3G deaminase	hIAP activ
COc1ccc(C2CC(c3ccccc3)=NN2C(=O)COC(=O)C2(C)CC2(Cl)Cl)cc1 (centres undefined)	1	-0.7	-3	1	11	0.86	14	-4	0.89
CC(=O)C1C(c2ccc(OC(F)F)cc2)NC(=O)NC1(O)C(F)(F)F (centres undefined)	1	-0.2	-3	-2	-37	1.1	-9	-4	1.4
Cc1nn(C)cc1CNC(=O)c1cnn2c(C(F)F)cc(C3CC3)nc12	-5	-2.8	-1	-5	1	1	-1	-9	0.99

One compound at a time (already shown).
CN(C)CCCNc1c2c(nc3ccccc13)CCC2 is listed as A3A deaminase: 10; MPTP block: 0.2; MIN6 prolif: 1; GRIN3A LBD mod: -1; hIAP inh: 8; mIAP activ: 1; mIAP block: -2; A3G deaminase: 5; hIAP activ: 0.92
Cc1cc(Nc2c(C)n(C)n(-c3ccccc3)c2=O)n2c(nc3cc(F)c(F)cc32)c1C#N is listed as A3A deaminase: -2; MPTP block: nt; MIN6 prolif: -3; GRIN3A LBD mod: 3; hIAP inh: 9; mIAP activ: 0.88; mIAP block: 12; A3G deaminase: -10; hIAP activ: 0.91
CC(C)[C@H](NS(=O)(=O)c1cccc(Cl)c1)C(=O)OCC(=O)NC(=O)CN1CCCC1=O is listed as A3A deaminase: 11; MPTP block: 0.3; MIN6 prolif: -5; GRIN3A LBD mod: 1; hIAP inh: 3; mIAP activ: 1; mIAP block: -2; A3G deaminase: 0; hIAP activ: 0.97
